Screening data as filed in PubChem BioAssay.
LDHA block: LDHA (human) enzyme inhibition; P00338; purified LDHA, NADH/diaphorase-resazurin fluorescence; stronger effect = lower value; activity change, % (values are at about 110 or 230 µM); 0.15% of 480,000 active; AID 1347041; in the data active means activity change below about -30%; inconclusive means mostly about -25% to -30%;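 further: plate controls were DMSO wells for no effect and wells without enzyme for full effect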
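Enzyme activity of human lactate dehydrogenase 5 (2 nM; 0.06 mM NADH, 0.2 mM pyruvate, 5 min, RT) is measured via a resazurin/diaphorase fluorescence readout of residual NADH.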
D2 ag: agonists of human D2 dopamine receptor. activation, % at 2 µM. 0.53% of 340,000 active. HEK293 T-REx D2 cells, calcium flux agonist mode. P14416;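 active means activation over 3 SD above normal in the single-dose calcium agonist read, cut at about 30% in these data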; further: 0% is about no effect
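Tetracycline-induced HEK293 T-REx cells with force-coupled D2 receptor, plated overnight at 30 C, loaded with no-wash calcium dye. After a 10 s baseline, compound was pin-added and calcium flux read kinetically for 180 s; calcium rises flagged agonists.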
ALOX12 inh: inhibitors of human 12S-lipoxygenase ALOX12. AID 1671190. purified 12hLO, xylenol orange hydroperoxide absorbance. 1.1% of 580,000 active. P18054. Potency, µM (series often up to 108 µM), inactives show at the top dose activity change, negative = inhibition, hits mostly inhibitors; further: potency means the concentration at half of the fitted maximal effect; on the % scale 0 is the no-effect control and ±100 the full control effect
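Hydroperoxide product was detected by ferrous iron/xylenol orange as the 573 to 405 nm absorbance ratio. Arachidonic acid at 40 uM (final) was turned over for 30 min at room temperature by 150 nM human 12hLO, pH 7.0 Hepes buffer, after 15 min compound preincubation.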
Glioma ERSR ind: inducers of ER stress response in human glioma cells; U87-MG GRP78 promoter luciferase reporter, 16 h; Potency, µM, for the others: top-dose activation, hits mostly activators; 0.02% of 420,000 active; further: potency means the concentration at half of the fitted maximal effect; series mostly up to about 76 µM; % of control where 0% means no effect; nearly all actives have a fitted effect of over 35% in size
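ERSR induction read as luciferase luminescence (Bright-Glo, 10 min at room temperature) in stably transfected human U87-MG glioma cells exposed to compounds for 16 h, using GRP78 as sensor.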
ERG-DNA inh: ERG Ets/DNA interaction inhibition; fluorescence polarization, His-ERG Ets domain / labelled DNA; P11308; 0.028% of 370,000 active; Potency, µM (highest dose often 76.9 µM), for the others: at the top dose FP activity, negative = inhibition, actives largely listed as inhibitors; AID 624246; active means well fitted inhibition curve with a large enough effect in the polarisation, with a control signal flat; inconclusive means small, poorly fitted or top-dose-only effect, or effect the other way, or a change in a side signal; inactive means no such curve, though single readings can be large or run the other way; the % refers to the polarisation;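 further: polarization taken with two DNA probes labelled with fluorescein and Texas red; potency means the concentration at half of the fitted maximal effect; % of control where 0% means no effect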
Target sequence (P11308 whole entry, looked up, the tested form may be a part): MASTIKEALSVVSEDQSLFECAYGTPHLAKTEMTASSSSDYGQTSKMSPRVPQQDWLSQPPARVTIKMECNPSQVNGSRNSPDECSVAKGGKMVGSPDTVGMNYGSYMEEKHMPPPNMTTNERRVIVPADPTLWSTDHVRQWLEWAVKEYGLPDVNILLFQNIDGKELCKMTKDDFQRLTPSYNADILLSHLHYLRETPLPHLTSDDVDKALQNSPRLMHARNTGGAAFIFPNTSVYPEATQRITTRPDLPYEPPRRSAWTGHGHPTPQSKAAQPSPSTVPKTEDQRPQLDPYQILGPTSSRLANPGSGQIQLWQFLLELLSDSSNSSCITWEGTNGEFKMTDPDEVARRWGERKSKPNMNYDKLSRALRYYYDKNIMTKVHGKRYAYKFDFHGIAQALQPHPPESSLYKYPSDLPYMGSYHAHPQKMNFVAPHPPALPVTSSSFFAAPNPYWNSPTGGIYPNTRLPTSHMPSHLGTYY
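His-tagged ERG Ets domain (1 uM in the protein solution; 300mM KCl, 50mM Tris-HCl, 1mM EDTA, 1mM DTT, pH 7.5) received compound, then a probe mix of 5 nM fluorescein-DNA and 100nM Texas-615-DNA. Fluorescence polarization was read for both dyes.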
D2 antagonist: antagonists of human D2 dopamine receptor | P14416 | HEK293 TREx D2 cells, calcium flux, dopamine EC80 | inhibition, % at 10 µM | 2% of 340,000 active | AID 485344; in the data active means inhibition above about 30%; further: 0% is about no effect
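Antagonism is scored as inhibition of an EC80 dopamine-evoked calcium signal in a force-coupled, tetracycline-inducible HEK293 T-REx D2 line, with compound present 180 s before agonist.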
Vif-APOBEC3F blk: inhibitors of Vif-A3F interaction. HeLa A3F-eYFP + Vif (tagged APOBEC3F with the HIV-1 protein that degrades it), YFP fluorescence increase. Potency, µM (highest dose often 46.1 µM), for the others: at the top dose activity, negative = active. 0.2% of 390,000 active. AID 602313; further: potency means the concentration at half of the fitted maximal effect; % of control where 0% means no effect; nearly all actives have a fitted effect of over 65% in size
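HeLa cells stably expressing Vif plus C-terminally eYFP-tagged A3F were seeded, incubated overnight at 37 deg C, dosed with compound, incubated overnight again at 37 deg C. Yellow fluorescence (Ex 488/Em 500-530) reported blocked Vif-mediated A3F-eYFP degradation.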
Vif-APOBEC3G blk: Vif-A3G binding inhibition; Potency, µM (doses to about 46.1 µM), inactives show top-dose activity, negative = active, hits mostly inhibitors; Q9HC16; HeLa A3G-eYFP + Vif (tagged APOBEC3G with the HIV-1 protein that degrades it), YFP fluorescence, overnight; 0.076% of 410,000 active; AID 602310;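 further: potency means the concentration at half of the fitted maximal effect; on the % scale 0 is the no-effect control and ±100 the full control effect; nearly all actives have a fitted effect of over 60% in size; hits raise eYFP signal because A3G escapes Vif-driven loss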
Target sequence (Q9HC16 whole entry, looked up): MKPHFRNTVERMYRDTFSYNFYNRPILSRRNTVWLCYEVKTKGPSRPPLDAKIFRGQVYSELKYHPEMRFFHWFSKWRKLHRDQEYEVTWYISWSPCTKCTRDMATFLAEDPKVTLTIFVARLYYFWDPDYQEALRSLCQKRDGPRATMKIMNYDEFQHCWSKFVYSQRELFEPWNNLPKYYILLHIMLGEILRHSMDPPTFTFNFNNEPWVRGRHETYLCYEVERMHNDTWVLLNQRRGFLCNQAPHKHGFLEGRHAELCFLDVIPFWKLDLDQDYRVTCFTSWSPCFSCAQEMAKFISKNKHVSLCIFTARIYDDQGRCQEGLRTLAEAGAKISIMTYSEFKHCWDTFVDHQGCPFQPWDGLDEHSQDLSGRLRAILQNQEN
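HeLa cells stably expressing Vif and C-terminally eYFP-tagged A3G, seeded overnight at 37 deg C, then exposed to compound by pintool overnight at 37 deg C. Rise in yellow fluorescence (Ex 488/Em 500-530, Acumen) marks blocked Vif-driven A3G degradation.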
RGS4 inh: human RGS4 inhibition; P49798; Transcreener GDP fluorescence polarization, RGS4-accelerated GTP hydrolysis; Potency, µM (highest dose often 114 µM), without a hit: at the top dose activity change, negative = inhibition, hits mostly inhibitors; 0.039% of 390,000 active; AID 504845; further: potency means the concentration at half of the fitted maximal effect; on the % scale 0 is the no-effect control and ±100 the full control effect; nearly all actives have a fitted effect of over 75% in size; some results filed as inactive show a strong effect at the top dose
Target sequence (P49798 whole entry, looked up): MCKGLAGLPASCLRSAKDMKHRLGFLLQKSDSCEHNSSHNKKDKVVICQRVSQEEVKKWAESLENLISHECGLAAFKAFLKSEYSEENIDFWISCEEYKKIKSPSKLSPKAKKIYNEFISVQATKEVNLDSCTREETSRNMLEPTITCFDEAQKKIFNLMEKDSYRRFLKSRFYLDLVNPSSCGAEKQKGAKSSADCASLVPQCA
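MLSMR compounds (23 nl, pin-transferred) preincubated 10 min at room temperature with a 500nM (2x) first reagent, then RGS4 at 900nM (2x) plus Transcreener GDP mix added; fluorescence polarization (620/688 nm) read before and after 90 min at 30 °C.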
* = called active by the depositor; ? = inconclusive; . = not tested or not shown; & = joins results of further samples; [ ] = dose if it differs, or a comment. Unless noted, the call rests on the fitted dose curve; in most records, active means well fitted curve in the direction sought with a large enough effect; inconclusive means small, poorly fitted or top-dose-only effect, or another doubt; inactive means no such curve, though single readings can be large; an effect the other way counts as inactive or inconclusive. Only part of the results is shown. The share of hits here may be higher or lower than overall.

SMILES	LDHA block	D2 ag	ALOX12 inh	Glioma ERSR ind	ERG-DNA inh	D2 antagonist	Vif-APOBEC3F blk	Vif-APOBEC3G blk	RGS4 inh
Cc1cc(C)n2nc(SCC(=O)N(C)c3ccccc3)nc2n1	3	-0.4	-8%	0%	.	7	2%	0%	-7%
CCOC(=O)c1c(C)c(-c2ccccc2)n(CC(=O)Nc2cc(OC)cc(OC)c2)c1C	1	0.7	-18%	-3%	2%	.	-9%	-1%	31%
COc1cccc(CN(C)C(=O)CCc2nnc(-c3ccsc3)o2)c1	-7	-0.1	1%	5%	-14%	-4	13%	-1%	22%
O=C(c1ccc(Cl)cc1)N1CCN(C(=O)c2ccco2)CC1	-6	-0.2	80%[activator]	-6%	-18%	-6	-7%	1%	14%
C=CCn1cnc2c(c1=O)c1nc3ccccc3nc1n2/N=C/c1cccc(OC)c1	-10	0.2	13%	-3%	-9%	-11	4%	2%	1%
Cc1cc(NC(=O)CC2CCCC2)ccc1Br	1	0.5	5%	2%	11%	-36	10%	0%	-3%
O=C(NCC(=O)N(c1ccccc1)C(C(=O)NC1CCCC1)c1cccnc1)c1cccs1 (stereo not given)	-4	-0.4	-2%	-2%	.	-17	0%	1%	11%
COC(=O)c1sc2cc(C(F)(F)F)cnc2c1-c1ccccn1	-13	0.0	?	-3%	5%	2	8%	4%	-11%
CC1(C)CC(=O)c2c(n(S(=O)(=O)c3ccccc3)c3ccc(NS(=O)(=O)c4ccccc4)cc23)C1	-5	-1.3	-9%	-6%	-3%	6	-4%	-5%	-10%
C[C@H](CO)N1C[C@H](C)[C@@H](CN(C)C(=O)Nc2ccccc2)Oc2ncc(-c3ccc(C#N)cc3)cc2C1=O	-7	.	0%	0%	.	.	-6%	-2%	.
O=C(NCc1ccccc1)C1CCN(S(=O)(=O)c2cc([N+](=O)[O-])ccc2Cl)CC1	-2	.	?	-1%	16%	.	-14%	5%	-20%
O=C(c1cccc(C(F)(F)F)c1)C1CCCN(C(=O)Cn2cncn2)C1 (stereo not given)	-2	-0.2	-2%	-2%	3%	-4	12%	0%	-21%
CCC(NC(=O)c1cc(COc2c(F)cccc2F)on1)c1ccncc1 (stereo not given)	4	-1.4	.	-3%	1%	-6	-5%	-2%	-11%
CCC(=O)Nc1ccc2oc(-c3cccc(C)c3)nc2c1	15&0	1.9	-13%&-2%	-12%	-11%	12	-12%	2%	-69%[11.4 µM]
Cc1cc(C)c2c(N)c3ccccc3nc2n1	10	0.4	0%	16%	-11%	-1	-16%	8%	-17%
COc1ccc([N+](=O)[O-])cc1NC(=O)C(C)OC(=O)C1c2ccccc2Oc2ccccc21 (stereo not given)	-6	-0.4	8%	1%	2%	-10	-12%	0%	1%
CC1(C)CC(=O)C=C(Nc2ccccc2O)C1	1	0.5	3%	0%	7%	-2	0%	0%	2%
Cc1ccc(-c2c(C(=O)O)c(C(=O)O)c3n2CSC3)cc1	-2	0.0	.	-6%	0%	-1	9%	-3%	0%
NS(=O)(=O)c1ccc(NC(=S)NCc2ccco2)cc1	-23	1.9	?	-2%	-6%	4	5%	1%	-17%
COc1ccc(-c2cc(-c3cccs3)c(C#N)c(SCC(=O)NCc3ccccc3OC)n2)cc1	-5	0.9	-23%	-6%	1%	1	?	0%	-1%
COC(=O)/C(=C\C(=O)c1ccccc1)Nc1ccc(OC)cc1	8	0.2	?	2%	-3%[15.4 µM]	23	-1%	-8%	-22%
O=C(Nc1nnc(SCCC2OCCO2)s1)C1CC(=O)N(c2ccccc2)C1 (stereo not given)	0	0.4	-28%	-1%	0%	-18	1%	2%	-28%
COc1ccc(C2/C=C\CN(C(=O)OCC3c4ccccc4-c4ccccc43)CC(=O)N2Cc2cccc(F)c2)cc1 (stereo not given)	-2	.	?	-2%&-6%	-5%	.	3%	-1%	2%
COc1cc(CNCc2c(C(=O)O)c(C)n(Cc3cccc(Cl)c3)c2C)cc(OC)c1OC	-3	-0.6	-18%	-5%	-7%	.	-6%	2%	-6%
COc1cc(C2C(C#N)=C(N)N(c3cccnc3)C3=C2C(=O)CC(C)(C)C3)ccc1O (stereo not given)	0	-0.5	4%	-4%	.	-8	-10%	0%	0%
C=CCN1C(=O)c2ccc(C(=O)N3CCN(S(=O)(=O)c4ccccc4Br)CC3)cc2C1=O	-7	.	3%	1%	5%	.	10%	2%	-3%
Cc1ccc(C)c(OCC(=O)Nc2ccccc2N2CCCC2)c1	-5	-1.1	-3%	-2%	-4%	0	-9%	3%	4%
O=C(Nc1cccc(-c2nc3ccccc3[nH]2)c1)c1c(F)cccc1F	-17	-0.6	-8%	-1%	-1%	.	1%	-6%	-14%
CN(C)c1nc(N)nc(/C(C#N)=C/C2CC3C=CC2C3)n1 (stereo not given)	9	.	-30%	-3%	-7%	.	2%	1%	-26%
O=C(CCC(=O)OCCCC(F)(F)C(F)(F)F)Nc1ccccc1	-8	0.1	-7%	-3%	5%	-19	8%	0%	-7%
COc1ccc(C2(c3ccc(OC)cc3)NC(=O)N(CC(=O)NCC(C)c3ccccc3)C2=O)cc1 (stereo not given)	0	5.3	?	-6%	-5%	68*	2%	-10%	6%
COc1ccc(-c2nnc(SCC(=O)Nc3nncs3)o2)cc1	-2	-0.7	11%	-2%	1%	1	-8%	-2%	-18%
O=C(O)c1ccc2c(=O)n(-c3ccc(F)cc3)c(=S)[nH]c2c1	-4	0.5	-24%	-2%	1%	7	-1%	2%	13%[11.4 µM]
Cc1cc(N(C)/N=C/c2ccccc2O)nc(-c2ccccc2O)n1	3	7.5	1%	2%	-1%	9	-3%	-6%	20%
CC(C)c1noc(-c2ccccc2OCC(=O)Nc2ccccc2[N+](=O)[O-])n1	-5	-1.1	-3%	-1%	-1%	.	1%	2%	23%
CCCCNC(=O)CC1N=C2c3ccccc3N=C(SCC(=O)Nc3ccccc3OC)N2C1=O (stereo not given)	3	-0.8	-21%	7%	-4%	-14	-22%	3%	-36%
Cc1noc(C)c1C(=O)NC(C)C12CC3CC(CC(C3)C1)C2 (stereo not given)	-6	1.3	-5%	-5%	3%	6	1%	-1%	6%
COCCNC(=O)c1cc2c(c(-c3cccc(C#Cc4ccc(OC)c(OC)c4)c3)n1)[C@@H](CCO)N(S(=O)C(C)(C)C)C2 (stereo not given in full)	1	.	5%	1%	.	.	.	1%	.
CCOC(=O)C1CCN(c2nc3c(S(=O)(=O)c4ccc(C)c(C)c4)nnn3c3ccc(Cl)cc23)CC1	0	1.2	-29%	1%	2%	.	2%	-1%	-12%
CCNc1nc(Oc2ccccc2)nc(OC(C)C(=O)OCC)n1 (stereo not given)	-2	.	8%	-3%	-9%	.	4%	0%	5%
COc1cc2c(cc1OC)-c1cc(Nc3ccccc3C)nc(=O)n1CC2	2	0.3	-17%	-2%	11%	1	-2%	6%	?
Cn1ccsc1=NC(=O)c1ccc(S(C)(=O)=O)cc1	-2	0.6	?	1%	4%	-3	-1%	-2%	-6%
O=C1NC(CCc2ccccc2)C(=O)N1Cc1cccc2ccccc12 (stereo not given)	-12	-1.9	-6%	0%	14%	-4	-4%	0%	-4%
COCCn1c(SCC(=O)Nc2ccccc2)nc2c(oc3ccccc32)c1=O	-5	0.1	-18%	-4%	3%	6	-1%	1%	-4%
COc1ccccc1CCc1nnc(CCC(=O)NCCCOc2cccnc2)o1	-9	0.2	5%	0%	-1%	0	-9%	1%	4%
O/N=C1\CC/C(=N\O)c2nn(-c3ccccc3Cl)nc21	-2	-0.4	20%	-3%	.	7	-18%	0%	14%
CSC1=N/C(=C\c2ccc(F)cc2)C(=O)S1	2	0.4	-21%	-6%	9%	8	-1%	1%	-39%
CCNC(=O)C1(C)CCCN(C(=O)c2ccc3c(c2)C(C)(C)CCC3(C)C)C1 (stereo not given)	-6	.	?	-3%	.	.	.	-6%	.
Cc1ccc(-n2ncc(C(=O)N3CCCCC3)c2C2CCN(C(=O)OC(C)(C)C)CC2)cc1C	-8	0.4	-24%	-4%	7%	.	-2%	-2%	-8%
CCN(CCN(C)C)C(=O)c1ccc2c(c1NCCO)C(=O)c1ccccc1C2=O	15	-0.5	0%	-6%	-9%	15	0%	0%	-22%
O=C(c1ccc(F)cc1)C1CCN(C(=O)c2c(F)cccc2F)CC1	-13	-1.7	18%	-6%	-16%	-16	-16%	2%	-6%
Cc1cc(NC(=O)CSc2nc(-c3cccc(F)c3)nc3c2c(=O)n(C)c(=O)n3C)no1	-4	.	-12%	0%	1%	.	5%	-1%	9%
Cc1ccsc1-c1nc(CSCC(=O)N2CCN(c3ccccc3)CC2)c(C)o1	2	0.1	4%	-7%	10%	1	3%	1%	-19%
COc1cccc2c1Oc1ncccc1N(c1ccc(C(=O)NCc3cccc(C)c3)s1)C2	-6	-0.2	-3%	-3%	-1%	.	1%	-2%	-11%

Structural class: those above with a tert-butyl group
SMILES	LDHA block	D2 ag	ALOX12 inh	Glioma ERSR ind	ERG-DNA inh	D2 antagonist	Vif-APOBEC3F blk	Vif-APOBEC3G blk	RGS4 inh
COCCNC(=O)c1cc2c(c(-c3cccc(C#Cc4ccc(OC)c(OC)c4)c3)n1)[C@@H](CCO)N(S(=O)C(C)(C)C)C2 (stereo not given in full)	1	.	5%	1%	.	.	.	1%	.
Cc1ccc(-n2ncc(C(=O)N3CCCCC3)c2C2CCN(C(=O)OC(C)(C)C)CC2)cc1C	-8	0.4	-24%	-4%	7%	.	-2%	-2%	-8%
